RNase H inhibition = RNase H inhibition, HIV 1 Gag Pol polyprotein, FRET biochemical assay, screening (AID 372) | HIV-1 RT RNase H, FRET RNA/DNA substrate fluorescence; higher % means a stronger effect | inhibition, % at 10 µM, or IC50 in µM where a hit was titrated | actives 0.77% (n = 100,000); in the data active means inhibition above about 50%
Starred values were filed as active, the others as inactive.

canonical_smiles,RNase H inhibition
C/C(=N/NC(=O)COc1cccc(Cl)c1)c1ccccc1O,13%
CC(/C=N/NC(=O)Cc1ccccc1)=C\c1ccccc1,20%
CCOc1ccc(C(=O)Nc2ccc3c4c(cccc24)CC3)cc1Br,12%
CCOc1ccc(-c2nn(-c3ccccc3)cc2C2C(C(=O)OC)=C(C)NC(C)=C2C(=O)OC)cc1[N+](=O)[O-],7%
Cc1c(C(=O)Nc2ccccc2)sc2nc3n(c(=O)c12)CCCCC3,2%
CCN(CC)C(=O)c1ccccc1NC(=O)c1ccccc1F,8%
Cc1ccc(NC(=O)CC2CS(=O)(=O)CC2CC(=O)Nc2ccc(C)c(C)c2)cc1C (stereo not drawn),6%
COc1ccc(NC(=O)COc2cccc(C)c2C)cc1,3%
O=c1oc(-c2cccc(Cl)c2)nc2ccccc12,7%
CC(C)=CCC/C(C)=C/CC(C)(C)C=NCc1ccoc1,21%

Going on with the list.
canonical_smiles,RNase H inhibition
Cc1ccc(C)n1-c1ccc(C(=O)O)c(O)c1,99%*
COc1ccc(CN2CCc3cc(OC)c(OC)cc3C2)cc1OC,7%
S=C1NC2(CCCC2)Cc2ccccc21,0%
COc1ccc(CNC2CC(=O)N(c3ccc(Br)cc3)C2=O)cc1 (stereo not drawn),0%
O=C1C(C=NCc2cccs2)=C(O)c2ccccc21,8%
COc1ccc(OC)c(NC2=C(Cl)C(=O)N(c3ccc(Br)cc3)C2=O)c1,17%
O=C(NC(=S)Nc1cc(Cl)cc(Cl)c1)c1ccccc1[N+](=O)[O-],27%
O=C(CCOc1ccccc1)Nc1cccc([N+](=O)[O-])c1,6%
O=C(Cn1nnc(-c2ccc(F)cc2)n1)N/N=C/c1ccc(-c2ccc3c(c2)COC3=O)o1,18%
CC(C)CCOC(=O)c1ccc2c3c(onc13)-c1ccccc1C2=O,4%

The results go on:
canonical_smiles,RNase H inhibition
CCOc1cc(/C=N/Nc2nc3ccccc3s2)ccc1OCc1ccccc1F,17%
O=C(Nc1ccccc1O)c1ccc2c(c1)C(=O)N(c1ccc(Sc3ccc([N+](=O)[O-])cc3)cc1)C2=O,30%
Cc1ccc2c(c1)sc1nc(-c3ccc(Cl)cc3)cn12,0%
CC1=C(C(=O)OCCC#N)C(c2ccccc2F)NC(=O)N1 (stereo not drawn),0%
O=C(CSc1nc2ccccc2s1)Nc1ccc(Cl)cc1,37%
CCOc1ccc(-c2cc(C(=O)N/N=C/C=C/c3ccccc3)[nH]n2)cc1,11%
Cn1c(N=Nc2c(Nc3cccc4ccccc34)ccc3ccccc23)nc2ccccc21,2%
Cc1ccc(C)c(OCCCCCCN2CCCC2)c1,2%
O=C(Nc1nccs1)c1ccc(F)cc1[N+](=O)[O-],0%
COC(=O)c1cc(NC(=O)c2cc(C(=O)OC)cc([N+](=O)[O-])c2)cc(C(=O)OC)c1,7%

2 records drawn at random from the list so far, as already listed:
canonical_smiles,RNase H inhibition
COc1ccc(CN2CCc3cc(OC)c(OC)cc3C2)cc1OC,7%
Cc1ccc(C)n1-c1ccc(C(=O)O)c(O)c1,99%*

Later entries.
canonical_smiles,RNase H inhibition
CCOc1ccc(N2C(=O)NC(=O)/C(=C\c3cccc(O)c3)C2=O)cc1,6%
Cc1cccc(N2C(=O)SC(Nc3ccccc3)C2=O)c1 (stereo not drawn),1%
C=CCn1c(SCCCCCC)nc(O)cc1=O,0%
CC(=O)OC1(C(=O)O)C2CC3CC(C2)CC1C3 (stereo not drawn),10%
COc1cccc(NC(=O)c2cc3ccccc3cc2OC)c1,4%
COc1ccc(OC)c(C2NC(=O)NC(C)=C2C(=O)Nc2ccc(C)c(Cl)c2)c1 (stereo not drawn),12%
COC(=O)C1=C(C)NC2=C(C(=O)CC(c3ccc(OC)cc3)C2)C1c1ccc(O)c(OC)c1 (stereo not drawn),9%
NN1C(=O)/C(=C\c2ccc([N+](=O)[O-])cc2)SC1=S,10%
O=c1oc2cc(OCc3ccc(Cl)cc3Cl)ccc2c2c1CCC2,0%
COc1cc(C2NCCc3c2[nH]c2ccccc32)cc(OC)c1OC (stereo not drawn),13%

Further records
canonical_smiles,RNase H inhibition
O=C(COc1ccccc1)N1CCN(c2ccccn2)CC1,0%
CC1CCCC(C)N1C(=O)Cc1ccccc1 (stereo not drawn),0%
COc1cc(-c2nc(-c3ccccc3)c(-c3ccc(C(=O)c4ccc(F)cc4)cc3)[nH]2)cc(OC)c1OC,26%
CC1(C)CC(=O)C2=C(C1)Nc1ccccc1NC2c1ccc([N+](=O)[O-])cc1 (stereo not drawn),5%
COc1ccc2c(c1OC)C(=O)OC2CC(=O)c1ccccc1 (stereo not drawn),6%
Cc1ccc(NC(=O)c2cccc3ccccc23)c([N+](=O)[O-])c1,9%
COc1ccc(S(=O)(=O)N(Cc2ccccc2)c2ccccc2C(=O)Nc2ccccc2Br)cc1,0%
Cc1ccccc1OCCCN1CCCCC1,25%
O=C(NCC1(c2ccccc2)CCOCC1)c1cccc(Br)c1,1%
CCCC(=O)Nc1ccc(NC(=O)c2ccc(OC)c(Br)c2)cc1,5%

Next section (4 carried over from the part before).
canonical_smiles,RNase H inhibition
COc1ccc(S(=O)(=O)N(Cc2ccccc2)c2ccccc2C(=O)Nc2ccccc2Br)cc1,0%
Cc1ccccc1OCCCN1CCCCC1,25%
O=C(NCC1(c2ccccc2)CCOCC1)c1cccc(Br)c1,1%
CCCC(=O)Nc1ccc(NC(=O)c2ccc(OC)c(Br)c2)cc1,5%
COc1ccc(C(=O)NC(OCc2ccccc2)C(Cl)(Cl)Cl)cc1OC (stereo not drawn),4%
CCSCCOC(=O)C1=C(C)NC2=C(C(=O)CC(c3ccc(OC)cc3)C2)C1c1ccc(Br)cc1 (stereo not drawn),15%
COC(=O)CCN1C(=O)/C(=C\C=C\c2ccccc2)SC1=S,6%
NC1COS(=O)OC1c1ccc([N+](=O)[O-])cc1 (stereo not drawn),7%
Cc1cc(Cl)cc(Cl)c1OCC(=O)Nc1cccc(Cl)c1C,16%
COc1ccc(/C=C(\NC(=O)c2ccc(Cl)cc2)C(=O)NCCCN2CCOCC2)cc1OC,0%
COC(=O)c1ccc(Oc2c(C)oc3cc(O)ccc3c2=O)cc1,9%
COCCNCCOCCOc1cccc(OC)c1,0%
CCn1c2ccccc2c2cc(CN3CCOCC3)ccc21,5%
O=C(Nc1cccnc1)c1cccc(C(=O)Nc2cccnc2)c1,10%

Shown with each value named: part of the list above.
COCCNCCOCCOc1cccc(OC)c1
  RNase H inhibition: 0%
Cc1cc(Cl)cc(Cl)c1OCC(=O)Nc1cccc(Cl)c1C
  RNase H inhibition: 16%
CCSCCOC(=O)C1=C(C)NC2=C(C(=O)CC(c3ccc(OC)cc3)C2)C1c1ccc(Br)cc1 (stereo not drawn)
  RNase H inhibition: 15%
COc1ccc(/C=C(\NC(=O)c2ccc(Cl)cc2)C(=O)NCCCN2CCOCC2)cc1OC
  RNase H inhibition: 0%

(continued)
canonical_smiles,RNase H inhibition
Fc1cccc(-c2nnc3ccc(C(F)(F)F)cn23)c1,4%
CCOC(=O)C(CCCOc1ccc(C)cc1C)C(=O)OCC,14%
CCOC(=O)c1sc(NC(=O)COc2ccc(C)cc2C)c(C(=O)OCC)c1C,5%
CCC(=O)Nc1cccc(NC(=O)c2ccc(Cl)c(Cl)c2)c1,3%
O=C1NC(=S)N(c2cccc(Cl)c2Cl)C(=O)/C1=C/c1ccc(-c2cccc([N+](=O)[O-])c2)o1,31%
Cc1ccc(NC(=S)NC(=O)/C=C/c2ccc(F)cc2)c(Br)c1,0%
O=C1C(=O)c2ccccc2/C1=C\c1cccs1,4%
N#C/C(=C\c1ccco1)c1nc(-c2ccc(Cl)cc2Cl)cs1,12%
COc1ccc2c(c1)c(=O)oc1cc(OCC(C)=O)ccc12,0%
Oc1ccc(Cl)cc1/C=N/Nc1cc(N2CCCC2)nc(N2CCCC2)n1,8%

The results go on.
canonical_smiles,RNase H inhibition
O=[N+]([O-])c1cc(C2N(Cc3ccccc3)CCN2Cc2ccccc2)ccc1Cl,0%
O=C(N/N=C\c1cc(Br)ccc1O)c1cnccn1,7%
COc1ccc(/C=N/NC(=O)C(C)N(c2ccc(OC)cc2)S(C)(=O)=O)cc1 (stereo not drawn),1%
CC(=O)c1ccc(NC(=O)CSC(C)C)cc1,0%
CC(C)(C)c1sc(N)nc1-c1ccccc1,0%
COc1ccc(CCN=CC2=C(O)CC(C)(C)CC2=O)cc1OC,1%
COc1ccc(OC)c(N2C(=O)NC(=O)C(=Cc3cccs3)C2=O)c1,1%
CCOC(=O)c1c(NC(=O)C(C)Oc2ccc(OC)cc2)sc2c1CCC(C)C2 (stereo not drawn),12%
CCc1ccc(CN2CCN(c3ccccn3)CC2)cc1,15%
CCOc1cc(OCC)cc(C(=O)Nc2ccc(C)cc2[N+](=O)[O-])c1,9%

Additional results:
canonical_smiles,RNase H inhibition
C=CCN1C(=O)/C(=C\c2ccc(-c3ccc(F)c(Cl)c3)o2)SC1=S,35%
COc1ccc(OC)c(N(CC(=O)Nc2ccc(C)cc2C)S(C)(=O)=O)c1,0%
Cc1ccc(C)c(Nc2nc(-c3ccncc3)nc3ccccc23)c1,13%
CC(C)CN(CC(C)C)C(=O)/C=C/c1ccccc1,0%
CCc1c(C)sc(NC(=O)C(CC)c2ccccc2)c1C(N)=O (stereo not drawn),15%
Cc1ccc(N(CC(=O)N(C)C)S(=O)(=O)c2ccc(F)cc2)cc1,4%
CCCCCCCCCc1noc(-c2ccc(-c3ccccc3)cc2)n1,13%
Cc1cc(NC(=O)CN2C(=O)S/C(=C\c3ccccc3)C2=O)no1,11%
Cc1ccc(C)c(NC(=O)C(=O)NCCN(C)C)c1,15%
Cc1ccccc1CC1S/C(=N/N=C/c2ccc(OC(C)C)cc2)NC1=O (stereo not drawn),10%

The listing continues:
canonical_smiles,RNase H inhibition
Cc1cc(O)c(NC(=S)NC(=O)c2ccc(F)cc2)cc1C,7%
CCOc1ccc(NC(=O)c2ccc(C#CC(C)(C)O)cc2)cc1,10%
CCOc1cccc(C=C2C(=O)NC(=O)NC2=O)c1OC,8%
CCOc1ccc(N(CC(=O)NC(C(C)C)C(C)C)S(=O)(=O)c2ccc(SC)cc2)cc1,26%
N#C/C(=C\c1ccco1)c1ccc([N+](=O)[O-])cc1,17%
CCOC(=O)/C(C#N)=C/c1sccc1C,11%
Cc1sc(NC(=O)c2ccccc2F)nc1C12CC3CC(CC(C3)C1)C2,13%
O=C1c2cccc3cccc(c23)C(=O)N1Cc1ccc2c(c1)OCO2,3%
O=[N+]([O-])c1ccc(C=NC23CN4CN(CN(C4)C2)C3)s1,0%
COC(=O)C1=C(C)NC(C)=C(C(=O)OC)C1/C=C/c1ccccc1,5%

Continuation:
canonical_smiles,RNase H inhibition
COC(=O)C1=C(C)N2C(=O)CSC2=NC1c1ccc2c(c1)OCO2 (stereo not drawn),9%
C=CCc1cc(/C=C2/C(=O)NC(=O)N(c3ccc(OC)cc3)C2=O)cc(OC)c1O,9%
COc1ccc(-c2noc(-c3cccc(Br)c3)n2)cc1,9%
Cc1ccc(C2OC3(C(=O)c4ccccc4C3=O)C(c3ccccc3)C23C(=O)c2ccccc2C3=O)cc1 (stereo not drawn),17%
Cc1c(C=O)c(=O)oc2c3c4c(cc12)CCCN4CCC3,5%
COc1ccc(Cl)cc1NC(=O)/C(C#N)=C/c1ccc(OCC(N)=O)c(Br)c1,19%
COc1ccc(C2N(Cc3ccccc3)CCN2Cc2ccccc2)cc1OC,10%
O=C(Nc1cccc(F)c1)c1cccc(F)c1,0%
CN1CCN(C(=O)c2cnn3c(C(F)(F)F)cc(-c4ccc(Br)cc4)nc23)CC1,5%
CCCCN(Cc1ccccc1)C1CCN(Cc2ccccc2)CC1,11%

Following part:
canonical_smiles,RNase H inhibition
O=C(CCc1ccccc1)Nc1ccc(NC(=O)c2ccc([N+](=O)[O-])cc2)cc1,0%
CN(C)S(=O)(=O)c1ccc(C(=O)Nc2ccc(Cl)cc2)cc1,0%
O=C(Nc1ccccc1)c1ccccc1N=Cc1cc(Cl)cc(Cl)c1O,3%
CC1=C(C(=O)OCCc2ccccc2)C(c2ccc([N+](=O)[O-])cc2)NC(=O)N1C (stereo not drawn),7%
Cc1cc(/C=C2/C(=O)NC(=O)N(C)C2=O)c(C)n1-c1ccc(Br)cc1,14%
CCOC(=O)c1c(C)oc2cc(Cl)c(OC)c(OC)c12,5%
CCOc1ccc(Cl)cc1/C=C1\SC(N)=NC1=O,14%
O=C(CSc1nc2ccccc2[nH]1)Nc1ccc(Cl)c(Cl)c1,39%
COc1ccc(CCNC(=O)Cc2ccc(Cl)cc2)cc1,8%
CC(C)N1CCC(=NNC(=O)C2CC2)CC1,0%

Next part
canonical_smiles,RNase H inhibition
CSc1nc2ccc(N3C(=O)c4ccccc4C3=O)cc2s1,2%
C(=Nc1ccccc1)C1=C(c2ccccc2)Oc2ccccc2C1c1ccccc1 (stereo not drawn),9%
CC(C)C1=CC23CCC4C(C)(C(=O)O)CCCC4(C)C2CC1C1C(=O)N(c2cccc(O)c2)C(=O)C13 (stereo not drawn),16%
CC(=O)Nc1ccc2oc(-c3ccccc3)nc2c1,3%
CCOC(=O)c1ccc(-n2c(O)c(/C=C3/C=c4ccccc4=NC3=O)sc2=N)cc1,10%
CCc1ccccc1NC(=O)c1cc2cc(OC)ccc2oc1=O,0%
COc1cc(C2/C(=C(\O)c3ccc(Br)cc3)C(=O)C(=O)N2c2ccccc2)ccc1O (stereo not drawn),0%
COc1ccc(Br)cc1C(=O)Nc1cccc(C(F)(F)F)c1,8%
O=C(Nc1ccc(Cl)c(Cl)c1)c1cc2cc(Br)ccc2oc1=O,0%
CCOC(=O)c1ccc(N2C(=O)CC(N3CCN(c4ccccc4)CC3)C2=O)cc1 (stereo not drawn),2%
O=c1oc2cc(OCc3ccc(F)cc3)c(Cl)cc2c2c1CCC2,12%
CC1CCCC(C)N1C(=O)CCN1C(=O)c2ccccc2C1=O (stereo not drawn),12%

Screening results from PubChem.

These rows are one share of the data. The share of hits here may be higher or lower than overall.
